Source: PubChem
Glyco luc inh: N-linked glycosylation inhibition; D54 ERlucT glycosylation luciferase reporter, 24 h; percent of 100 nM tunicamycin response; reporter increase, % at 12.5 µM; 360,000 tested, 0.23% active; AID 588692;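 active = mean luciferase reporter signal, scaled so untreated is 0 and the glycosylation-blocking control 100, at or above a set limit in every replicate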;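 also: luciferase carries N-glycosylation sites so blocking glycosylation raises the light; 0% = median of neutral control wells and 100% = median of 100 nM tunicamycin wells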
Granule exo inh: blocks lytic granule exocytosis; TALL-104 LAMP-1 surface exposure, flow cytometry; cells stimulated with thapsigargin and PMA; inhibition, % at 10 µM; 360,000 tested, 0.66% active;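 active = inhibition above about 55%, limit read from the data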
CaV13 ICDI inh: Primary screen for inhibitors of IQ motif and Ca2+-dependent inactivation inhibitor domain binding in CACNA1D, Förster resonance energy transfer in living cells, … | HEK cells, CFP/YFP FRET ICDI-IQ, plate reader, 10 min; percent FRET-ratio fall versus neutral wells | inhibition, % at 12.3 µM | 340,000 tested, 0.098% active | AID 743397;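 active = mean replicate inhibition of at least 30% and at least 1% of replicates passing that level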;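 also: 0% = median of the neutral control wells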
MC4R antag cAMP: human MC4R antagonism in cAMP assay | P32245 | MC4R-expressing cells, MTII-stimulated cAMP, LANCE TR-FRET | inhibition, % at 6.5 µM | 360,000 tested, 0.48% active;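 active = inhibition above its plate's cutoff, the mean of tested wells on that plate plus 3 SD, cut at about 29% in these data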;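 also: 0% = Melanotan II alone and 100% = Melanotan II plus saturating MCL0020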
Target sequence (P32245 whole entry, looked up): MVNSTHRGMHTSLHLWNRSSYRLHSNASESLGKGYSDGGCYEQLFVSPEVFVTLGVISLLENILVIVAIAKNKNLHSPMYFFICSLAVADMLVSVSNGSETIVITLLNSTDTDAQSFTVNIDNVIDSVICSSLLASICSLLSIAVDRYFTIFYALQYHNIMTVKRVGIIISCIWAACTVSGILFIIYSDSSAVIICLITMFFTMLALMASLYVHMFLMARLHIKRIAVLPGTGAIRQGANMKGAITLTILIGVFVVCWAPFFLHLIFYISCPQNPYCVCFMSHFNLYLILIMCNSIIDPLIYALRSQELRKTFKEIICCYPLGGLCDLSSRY
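Test system: U2OS cells stably expressing human melanocortin 4 receptor (MC4R); also added: Melanotan II challenge; compound: 6.5 µM single dose; timing: 30-min compound preincubation, 1-h Melanotan II challenge, 1-h detection, room temperature; signal: Eu-cAMP/anti-cAMP TR-FRET, emission 671 nm; repeats: one well per compound, no replicates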
ABCB6 inh 2: human ABCB6 transporter inhibition; fluorescence ratio to DMSO, % at 10 µM; 360,000 tested, 0.19% active; Q9NP58; K562-ABCB6 porphyrin accumulation, flow cytometry, 1 h; stronger effect = lower value; AID 602162;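 active = fluorescence ratio to DMSO below 75%, the collection mean minus 3 SD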;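 also: signal is porphyrin accumulated inside mitochondria; 100% equals median channel fluorescence of DMSO control wells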
HTR2A ag: mouse HTR2A agonism via beta-arrestin recruitment. 360,000 tested, 0.66% active. activation, % at 7.6 µM. P35363. CHO-K1 mHTR2A beta-arrestin complementation, luminescence; percent of 30 µM serotonin response. AID 624169;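 active = activation above a run cutoff, the mean activation of all tested compounds plus 3 SD, cut at about 14% in these data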;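 also: 0% = plate median of compound wells and 100% = 30 µM serotonin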
Target sequence (P35363 whole entry, looked up): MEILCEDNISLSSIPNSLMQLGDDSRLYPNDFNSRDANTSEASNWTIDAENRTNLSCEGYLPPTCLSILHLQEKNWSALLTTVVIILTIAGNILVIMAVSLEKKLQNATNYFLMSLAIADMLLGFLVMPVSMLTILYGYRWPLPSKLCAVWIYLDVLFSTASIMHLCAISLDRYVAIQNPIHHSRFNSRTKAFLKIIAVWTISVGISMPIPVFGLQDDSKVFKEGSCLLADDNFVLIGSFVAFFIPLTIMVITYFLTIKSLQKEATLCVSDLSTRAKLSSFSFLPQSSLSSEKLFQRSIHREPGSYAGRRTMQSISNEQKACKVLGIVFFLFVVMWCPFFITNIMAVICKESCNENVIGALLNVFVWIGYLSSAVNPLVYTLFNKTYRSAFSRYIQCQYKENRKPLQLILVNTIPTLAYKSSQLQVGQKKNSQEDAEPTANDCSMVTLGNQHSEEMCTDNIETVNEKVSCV
MC4R ag barr: agonists of human melanocortin 4 receptor (MC4R) beta-arrestin. P32245. activation, % at 8.9 µM. AID 540308. 360,000 tested, 0.98% active. U2OS MC4R beta-arrestin complementation, luminescence; percent of melanotan II response, DMSO zero;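 active = activation above a per-plate cutoff, the mean activation of sample wells on that plate plus 3 SD, cut at about 8% in these data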
Cardio protect: modulators protecting cardiomyocytes from myocardial damage | H9c2 cardiomyocytes, H2O2 injury protection, ATPLite, 2 h | protection from H2O2 cell death, % at 20 µM | 360,000 tested, 0.63% active | AID 588492;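 active = compounds giving at least 50% protection of heart cells from peroxide-induced death in the single-dose screen, raw or plate-pattern-corrected value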;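 also: 0% = DMSO wells with peroxide and 100% = DMSO wells without peroxide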
PDI turbidity: inhibitors of human protein disulfide isomerase | P07237 | PDI insulin aggregation turbidity, A650, 90 min | inhibition, % at 10 µM | 350,000 tested, 0.052% active | AID 588391;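 active = mean inhibition across replicates of 30% or more, whatever share of single replicates reach that level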;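 also: absorbance from insulin aggregation driven by PDI reduction with DTT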
ABHD5-PLIN5 inh: inhibitors of human ABHD5-perilipin-5 interaction | Q00G26+Q8WTS1 | Split G. princeps luciferase complementation, luminescence, 4 h | inhibition, % at 4 µM | 360,000 tested, 0.78% active;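 active = inhibition above the mean inhibition across every tested compound plus 3 SD, cut at about 22% in these data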;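 also: 0% = DMSO only wells and the 100% control is not disclosed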
* hit, by the source's call; / = no result given.

Compound	Glyco luc inh	Granule exo inh	CaV13 ICDI inh	MC4R antag cAMP	ABCB6 inh 2	HTR2A ag	MC4R ag barr	Cardio protect	PDI turbidity	ABHD5-PLIN5 inh
CCOC(=O)c1c(C)c(C(=O)NCCN2CCOCC2)c(C)n1CC	3	-3	-3	-6	87	1	-1.4	15	-7	2
O=[N+]([O-])c1cccc(S(=O)(=O)N2CN(c3ccc(Br)cc3)c3nc4ccccc4nc32)c1	2	-5	-5	5	98	-1	-2.5	1	-8	-11
CCc1ccc(N=C2NC(=O)/C(=C/c3cc(OC)c(OC)c(OC)c3)S2)cc1	4	17	-5	-12	94	0	0.9	3	-5	3
CCn1cc(Br)c(C(=O)N2CCN(c3ccccc3)CC2)n1	0	0	/	11	99	-4	-2.2	3	1	-6
O=C(Nc1ccccc1Cl)c1cc[n+]([O-])cc1	0	-12	-2	-2	93	-5	0.3	0	4	-5
Cc1ccccc1C(=O)NNC(=O)CSc1nnc(-c2ccncc2)n1-c1ccccc1	3	0	-5	9	100	-1	-0.7	-9	0	-4
OCC1OC(c2ccccc2)OC2COC(c3ccccc3)OC12 (stereo unspecified)	0	14	-13	12	105	0	-2.8	6	-6	-7
Cc1ccc(NC2CNC(=O)NC2=O)cc1C (stereo unspecified)	-1	-4	-5	15	103	2	0.2	5	17	-3
CC1=C(C(=O)Nc2cc(C(=O)N3CCN(c4ccc(Cl)cc4)CC3)ccc2C)SCCO1	-1	1	-11	11	99	11	-0.1	-10	-8	0
CC(Cc1ccccc1)N/C=C1\CC(=O)NC1=O (stereo unspecified)	2	-3	-5	6	97	3	0.1	5	1	5
O=C1CCCN1CCCNS(=O)(=O)c1ccc(F)c(F)c1	-1	19	-5	5	100	8	-2.1	1	12	-4
Cc1cccc(NC(=O)Cn2c(/C=C/c3ccccc3)nc3ccccc32)c1	-4	-4	-16	10	96	0	1.5	-4	5	7
O=C(COC(=O)c1ccc(Cl)nc1)Nc1ccc(Cl)cc1	2	2	-6	3	97	-2	-0.8	-4	-1	-1
CN1CCOC(=O)/C1=N/Nc1cc(Cl)ccc1Cl	1	2	-19	3	94	-1	-4.9	-5	-2	4
CC(C)C(=O)Nc1ccc(NC(=O)c2cccnc2)cn1	0	-2	-5	14	100	-3	1.6	1	2	6
COC(=O)[C@H](CC(C)C)NC(=O)Nc1ccc(F)cc1	1	4	-19	16	98	2	-1.3	0	-1	-1
COc1cccc(C2NC(=O)NC(C)=C2C(=O)OCCSC)c1OC (stereo unspecified)	1	-3	-5	3	107	2	-2.7	3	5	-5
Cc1c(NC(=O)CSc2nnnn2Cc2ccccc2)c(=O)n(-c2ccccc2)n1C	1	-1	-8	9	99	-3	1.1	3	-4	-1
CCN(CC)S(=O)(=O)c1ccc2c(c1)NC(=O)C1CCCN21 (stereo unspecified)	-2	-9	-21	14	98	1	-0.3	2	13	-25
CCCCNc1nc(N)ncc1[N+](=O)[O-]	-2	-6	-14	-1	96	-1	-0.7	5	-11	-2
Cc1noc(C)c1NC(=O)N(C)C[C@H]1Oc2c(NC(=O)Nc3ccccc3)cccc2C(=O)N([C@H](C)CO)C[C@@H]1C	1	-15	-9	-2	104	-5	-1.0	3	-3	10
O=C1NC[C@@H](CCCCN2C[C@H](Cc3ccc(O)cc3)N(CC3CCCCC3)C(=O)C2=O)N(CCC2CCCCC2)C1=O	/	-10	-3	/	100	-2	/	/	/	-3
Cc1cc(OCC(=O)Nc2cccc(S(=O)(=O)N3CCCCC3)c2)ccc1Cl	-1	8	-6	8	100	3	4.4	-20	1	4
CN1C[C@H]2CON(C)[C@H]2C[C@H]1c1cccc(-c2ccc(C#N)cc2)c1	0	-1	-6	3	95	0	-0.2	-3	7	-4
Cc1cc(C(=O)Nc2ccc(F)cc2F)on1	-1	-3	-18	0	101	-1	-0.8	12	3	-2

As a short view, part of the list above:
Compound	Glyco luc inh	Granule exo inh	CaV13 ICDI inh	MC4R antag cAMP	ABCB6 inh 2	HTR2A ag	MC4R ag barr	Cardio protect	PDI turbidity	ABHD5-PLIN5 inh
CN1C[C@H]2CON(C)[C@H]2C[C@H]1c1cccc(-c2ccc(C#N)cc2)c1	0	-1	-6	3	95	0	-0.2	-3	7	-4
Cc1cc(C(=O)Nc2ccc(F)cc2F)on1	-1	-3	-18	0	101	-1	-0.8	12	3	-2

The list continues:
Compound	Glyco luc inh	Granule exo inh	CaV13 ICDI inh	MC4R antag cAMP	ABCB6 inh 2	HTR2A ag	MC4R ag barr	Cardio protect	PDI turbidity	ABHD5-PLIN5 inh
O=S(=O)(c1ccc2oc(=S)[nH]c2c1)N1CCCCC1	1	0	-15	-5	115	0	-2.1	-7	-15	2
O=C1C(=Cc2cccn2-c2ccccc2)C(=O)c2ccccc21	3	-5	-11	2	99	-1	0.1	1	-2	-2
O=C(/C=C/c1cccc([N+](=O)[O-])c1)NC1CC2CCC1C2 (stereo unspecified)	0	-2	-5	3	94	-6	-1.1	2	-8	1
CCCCc1ccc(-c2ccc(C)cc2O)nc1	-13	-3	-4	-4	96	5	2.2	-26	4	3
CC(C)(C)c1nnc(NC(=O)C2CC(=O)N(CCc3ccc(F)cc3)C2)s1 (stereo unspecified)	2	-9	-4	3	100	-6	-1.7	3	4	-2
CCN(CC)CCSc1nc2c([nH]1)c(=S)n(C)c(=O)n2C	0	2	-6	1	94	-5	-1.4	5	-4	-5
COc1ccc(N2CCN(C(C)C(=O)N3CC(C)OC(C)C3)CC2)cc1 (stereo unspecified)	1	2	-3	-1	95	2	0.8	-2	-7	6
COc1ccc(C(=O)Nc2ccc(N3CCCC3)cc2)cc1Br	1	-12	0	15	103	-2	1.0	2	6	-3
Nn1c(SCC(=O)NC2CCCCC2)nnc1-c1ccc(Cl)cc1	2	3	-5	6	95	4	0.4	-1	-10	-6
CCN(CC)Cc1c(C(=O)N/N=C(\C)c2ccncc2)nnn1-c1nonc1N	0	1	-9	2	92	2	-1.2	4	4	-1
CC(C)(O)C#Cc1ccc(C(=O)NCc2ccccc2)s1	-1	-2	/	0	91	-2	-0.6	5	15	-1
O=C(/C=C/c1ccco1)NCc1ccc(F)cc1	1	-1	-2	9	96	-1	-1.6	1	-5	17
C[C@@H]1NC(=O)N[C@@H]1CCCCCC(=O)O	1	-2	-5	6	91	1	-0.2	-2	-4	-1
Cc1nn(-c2ccccc2)c(-c2ccccc2)c1C(=O)O	0	2	0	3	95	1	0.7	9	2	-6
CCOC(=O)C(C(=O)OCC)C(C)(C)/C(C)=N\Nc1ccc([N+](=O)[O-])cc1[N+](=O)[O-]	-4	14	-5	16	99	0	2.0	-24	4	5
c1ccc(C2[C@H]3CN(Cc4cccnc4)[C@H](c4ccccc4)C34CC2(c2ccccc2)C4)cc1 (stereo partly specified)	-4	11	-11	4	102	0	2.5	-5	6	-8
CCC(C)S(=O)(=O)c1snnc1C (stereo unspecified)	1	4	/	-3	99	-1	-0.2	-4	4	1
CCC1(c2ccc(F)cc2)NC(=O)N(CC(=O)NCC(=O)Nc2cccc(C)c2C)C1=O (stereo unspecified)	1	-4	-7	-4	98	0	-1.2	4	2	1
Cc1cccc(NS(=O)(=O)c2ccc(C(=O)NCC3(N4CCCCC4)CCCCC3)cc2)c1C	-9	2	-3	0	105	-15	0.4	8	-2	-7
O=C(CN(Cc1cccs1)C(=O)CSc1nnc(COc2ccccc2)o1)NC1CCCCC1	-2	0	/	16	104	1	1.9	-10	-4	-3
COc1cccc(NS(=O)(=O)c2ccc3[nH]cc(C(=O)NCCN4CCOCC4)c(=O)c3c2)c1	1	7	/	3	107	-4	-0.8	16	19	-1
Cc1cc(F)ccc1NC(=O)Nc1ccc2c(c1)OCO2	7	2	-6	17	102	-3	0.2	-2	3	0
COc1ccc(CN2C(=O)CSCC2(C)C(=O)NCc2ccccc2)cc1OC (stereo unspecified)	/	-1	-6	/	/	1	/	/	/	0
CCCCOc1ccc(Cc2c(COCC)[nH]c(=S)[nH]c2=O)cc1	0	6	-5	28	94	-6	-0.6	-11	-5	-4
O=C(CN1CCN(S(=O)(=O)c2ccccc2[N+](=O)[O-])CC1)NC(=O)NCc1ccco1	-4	-3	-5	12	97	-4	-1.9	-2	-1	5

New compounds follow
Compound	Glyco luc inh	Granule exo inh	CaV13 ICDI inh	MC4R antag cAMP	ABCB6 inh 2	HTR2A ag	MC4R ag barr	Cardio protect	PDI turbidity	ABHD5-PLIN5 inh
O=C(O)c1ccccc1-c1ncc(-c2ccccc2)o1	2	2	-4	5	100	-3	-0.5	1	-4	-6
O=C1c2ccccc2C(=O)N1Cc1cc(Cl)c(O)c([N+](=O)[O-])c1	3	-8	-17	5	98	-3	-1.6	-6	-5	-1
CCC(=O)N/C(=N\OCc1ccc(F)cc1)c1nonc1NC(=O)CC	1	-4	-4	4	94	-5	-1.2	-4	-3	-6
N/C(=N\N=C\c1ccc(O)c(O)c1)c1nonc1N	3	-1	-1	-10	96	-1	-0.5	-13	-4	1
Cc1ccc(S(=O)(=O)N2[C@@H](c3ccc4c(c3)OCO4)C(C(=O)O)=C[C@H]2CC2CCCC2)cc1	-1	2	-5	2	103	5	0.3	-13	-4	6
COCCNC(=O)C1CCN(S(=O)(=O)c2c(C)noc2/C=C/c2cccs2)CC1	1	-2	-2	8	101	3	-0.1	0	-1	5
CCS(=O)(=O)n1nc(-c2ccccc2)cc1N	2	1	-6	14	100	-3	-1.2	1	2	-1
O=C(COc1ccc(S(=O)(=O)N2CCOCC2)cc1Cl)NCc1ccccn1	1	-8	-3	9	93	0	1.1	-1	4	9
CCOC(=O)c1ccc(N=C2S/C(=C\c3cc(C)n(-c4cccnc4)c3C)C(=O)N2C)cc1	2	-2	/	7	130	1	-1.2	14	7	2
C[C@@H]1CN([C@@H](C)CO)S(=O)(=O)c2ccc(Br)cc2O[C@H]1CN(C)Cc1ccccc1F	-2	7	-6	14	100	-5	0.2	3	3	-8
Cc1c(Br)cccc1NC(=O)C1(C)CCN1Cc1ccccc1OC(F)F (stereo unspecified)	-2	4	-5	-1	96	-3	-0.2	-20	10	-1
C[C@@H]1CCCCO[C@H](CN(C)Cc2ccc(C(=O)O)cc2)[C@@H](C)CN([C@H](C)CO)C(=O)c2cc(NC(=O)CCC(F)(F)F)ccc2O1	0	6	-2	6	93	7	-2.0	4	0	-5
COc1ccc(CCNC(=O)CSc2ccsc2[N+](=O)[O-])cc1OC	-1	-10	-14	-3	108	0	0.5	10	2	3
Cc1ccc(-n2c(SCC(=O)NCc3ccco3)nc3c([nH]c4ccccc43)c2=O)cc1	5	23	-7	-2	100	-2	-0.7	15	4	0
O=C(C1CCN(S(=O)(=O)c2cnc[nH]2)CC1)N1CCN(Cc2ccc3c(c2)OCO3)CC1	-7	2	/	0	89	4	-2.3	3	16	-4
O=Nc1c(O)cc(O)c2ccccc12	5	9	-2	3	98	-6	-1.8	0	2	-8
C(#Cc1ccccc1)C[N+]1(CC#Cc2ccccc2)CCCC1	2	1	-3	6	101	-3	-3.7	-11	13	1
